High-throughput results: PubChem BioAssay, National Center for Advancing Translational Sciences (NCATS)
GAA glycogen mod – GAA glycogen-cleavage inhibition or activation | recombinant GAA, glycogen substrate, Amplex Red glucose oxidase fluorescence | Potency, µM (doses to about 76.4 µM), for inactives: top-dose activity change, negative = inhibition, most hits filed as inhibitors | hit rate 0.38% among 300,000; active = well fitted inhibition curve with a large enough effect; inconclusive = small, poorly fitted or top-dose-only effect, or another doubt; inactive = no such curve, though single readings can be large or run the other way;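 note: 0% = full enzyme reaction and -100% = no-enzyme basal signal; the screen sought inhibitors and activators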
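Recombinant human enzyme (4 nM); glycogen substrate; 37 C, 40 min, pH 5.0. Readout: coupled glucose oxidase/Amplex Red fluorescence.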
* = called active by the depositor; ? = inconclusive; [ ] = remark or other dose. Potency is the fitted concentration of half-maximal effect.

SMILES	GAA glycogen mod
CCn1nc(C)cc1C(=O)N1CCCC(N2CCN(c3cccc(Cl)c3)CC2)C1 (centres undefined)	-11%[76.3 µM]
N/C(=N\OC(=O)c1ccccc1F)c1cccc([N+](=O)[O-])c1	-8%[76.3 µM]
Cc1ccc(OCC(=O)Nc2cccnc2Cl)cc1C	3%
O=C(c1nc2ccc(Cl)cn2c1CNCCc1cnccn1)N1CCCCCCC1	0%[76.3 µM]
Cc1ccc(CNS(=O)(=O)c2ccc(F)c(F)c2)n1C	7%
OC(COc1ccc(Cl)cc1)CSc1ccccn1 (centres undefined)	2%[76.3 µM]
OC(CNCc1cccnc1)COc1ccc2ccccc2c1 (centres undefined)	-3%[76.3 µM]
C[C@H](NC(=O)[C@@H]1CSC2c3ccccc3C(=O)N21)C(=O)NCCc1ccc(F)cc1 (some centres undefined)	-29%[76.3 µM]
Cc1cccc(C)c1NC(=O)C1CCCN1S(=O)(=O)c1ccc2c(c1)n(C)c(=O)c(=O)n2C (centres undefined)	4%[76.3 µM]
CCc1ccc(C(=O)N/N=C/c2ccncc2)s1	1%[76.3 µM]
Cc1cc(NC(=O)C2CC(=O)N(c3cccc(C)c3C)C2)no1 (centres undefined)	-2%
Cc1c(CC(=O)NCC(C)C)c(=O)oc2cc3c(cc12)CCC(C)(C)O3	-1%
Cc1ccc(NC2CCCN(C(=O)CN3C(=O)c4ccccc4C3=O)C2)cc1C (centres undefined)	-2%[76.3 µM]
COc1ccc(CCC(C)NCc2ccc(C(F)(F)F)cc2)cc1 (centres undefined)	-21%[76.3 µM]
COc1cccc(OCC(=O)Nc2ccncc2)c1	18%[76.3 µM]
Cc1ccc2c(c1)/C(=C/c1ccc(F)cc1)C(=O)N2	-4%
O=C(CNC(=O)Cc1ccccc1)NCC(=O)N1CCCCC1	-2%[76.3 µM]
CN(C)c1ccc(C(=O)N2CCNC(=O)C2CC(=O)Nc2ccc(F)cc2)cc1 (centres undefined)	-10%[76.3 µM]
Cc1ccc(CCNC(=O)C2CCN(S(=O)(=O)c3ccc4c(c3)NC(=O)CO4)CC2)cc1	-6%[76.3 µM]
O=C(Cc1ccccn1)c1ccc(O)cc1O	-8%
O=C(Cc1ccc(Br)cc1)Nc1ccc2[nH]ncc2c1	16%[76.3 µM]
COc1ccccc1C(=O)NCCCNC(=O)c1cnccn1	-2%
Cc1ccc(-n2ncc3c(SCC(N)=O)ncnc32)cc1C	4%[76.3 µM]
COc1cc2c(cc1OC)[C@H](C)N(C(=O)NCc1ccccc1)CC2	-1%
CCCc1cc(=O)oc2c(C)c(OCC(=O)NCCN3CCOCC3)ccc12	-11%[76.3 µM]
COc1ccc(N2CCOCC2)c(NC(=O)c2cc3ccccc3o2)c1	-4%
Cc1ccc2nc(N3C(=O)C(O)=C(C(=O)c4ccco4)C3c3cccc(O)c3)sc2c1 (centres undefined)	-8%
Cc1ccc(S(=O)(=O)N2CCN(C)CC2)cc1C	-2%[76.3 µM]
O=C(O)CCNC(=O)/C(=C/c1ccco1)NC(=O)c1ccco1	-2%[76.3 µM]
CCCOc1ccc(/C=N/NC(=O)c2c(-c3ccccc3)noc2C)cc1OC	8%[76.3 µM]

As entered above:
In GAA glycogen mod, `COc1cc2c(cc1OC)[C@H](C)N(C(=O)NCc1ccccc1)CC2` has the entry -1%
In GAA glycogen mod, `Cc1ccc2nc(N3C(=O)C(O)=C(C(=O)c4ccco4)C3c3cccc(O)c3)sc2c1` (centres undefined) has the entry -8%
In GAA glycogen mod, `O=C(Cc1ccccn1)c1ccc(O)cc1O` has the entry -8%
In GAA glycogen mod, `O=C(Cc1ccc(Br)cc1)Nc1ccc2[nH]ncc2c1` has the entry 16%[76.3 µM]
In GAA glycogen mod, `N/C(=N\OC(=O)c1ccccc1F)c1cccc([N+](=O)[O-])c1` has the entry -8%[76.3 µM]

Next part:
SMILES	GAA glycogen mod
COc1ccc(CCNC(=O)CCCn2c(=O)c3cccn3c3cccnc32)c(OC)c1	-2%[76.3 µM]
COc1cc2c(cc1OC)CN(CC(=O)Nc1ccc(C)c(C)c1)CC2	3%
CCCC(C(=O)NC(C)(C)CC)N(CC1CCCO1)C(=O)CNS(=O)(=O)c1ccc(F)cc1 (centres undefined)	1%
O=C(Nc1cccc(OCC(=O)N2CCOCC2)c1)c1ccc(C(F)(F)F)cc1	8%[76.3 µM]
Cc1ccc(C2(C)NC(=O)N(CC(=O)N(Cc3ccccc3)C(C)(C)C)C2=O)cc1 (centres undefined)	-5%
COc1cc([N+](=O)[O-])ccc1-c1ccc(/C=N\n2cnnc2)o1	-7%[76.3 µM]
C[C@@H]1CC2[C@@H]3CC[C@H]4CC(=O)CC[C@]4(C)C3=CC[C@]2(C)[C@@]1(O)C(=O)CO (some centres undefined)	2%
CCC(=O)C1CCCN(C(=O)c2ccc(OC3CCN(C(=O)CCOC)CC3)cc2)C1 (centres undefined)	-6%[76.3 µM]
COc1cc(NS(=O)(=O)c2ccc(NC(=O)/C=C/C(=O)O)cc2)nc(OC)n1	-9%[76.3 µM]
O=C(CN1CCc2cc3c(cc2C1)OCCCO3)Nc1ccc(S(=O)(=O)N2CCCC2)cc1	-6%[76.3 µM]
O=C(C[n+]1ccc(-c2ccccc2)cc1)Nc1ccc([N+](=O)[O-])cc1	3%
CNC(=O)C1CCN(S(=O)(=O)c2c(C)noc2/C=C/c2ccccc2F)CC1	-8%[76.3 µM]
COc1cc(CN2CCCC(C(=O)c3ccc(SC)cc3)C2)cc(Cl)c1O (centres undefined)	8%[76.3 µM]
CCN(Cc1nc(-c2ccccc2)no1)C(=O)c1ccco1	-1%
O=C(Nc1ccc(N2CCN(C(=O)c3ccco3)CC2)cc1)c1ccccc1Br	-5%[76.3 µM]
CS(=O)(=O)N1CCc2cc(C(=O)Nc3ccccc3Cl)ccc21	-2%[76.3 µM]
Cc1ccc(-c2csc(N3CCC[C@@H]3C(=O)NCCn3c(-c4ccncc4)nc4ccccc43)n2)cc1	9%[76.3 µM]
O=C1Nc2ccccc2Nc2ccccc21	3%
O=S(=O)(Nc1cccc(S(=O)(=O)N2CCOCC2)c1)c1cccs1	0%[76.3 µM]
CCN(CC)c1ccc(/C=C2\C(=N)N3N=C(CC(=O)N4CCOCC4)SC3=NC2=O)cc1	2%[76.3 µM]
CN1CCN(CCC(=O)N/N=C/c2ccccn2)CC1	-1%[76.3 µM]
O=C(NC1CCN(Cc2ccccc2)CC1)c1cccc(OC(F)F)c1	2%
COc1ccc(C(=O)N2CCCC(N3CCN(c4ccccc4OC)CC3)C2)c(OC)n1 (centres undefined)	0%[76.3 µM]
Clc1cccc(CN2CCN(Cc3ccco3)CC2)c1	5%
O=c1c2ccccc2ncn1Cc1ccc2c(c1)OCO2	9%[76.3 µM]
O=C(Nc1nnc(SCc2ccccn2)s1)C1CC(=O)N(c2ccc(F)cc2)C1 (centres undefined)	-3%[76.3 µM]
COc1cccc(/C=N/NC(=O)CCC(=O)Nc2ccc(Br)cc2)c1	1%
C/C(=N\NC(=O)CNC(=O)C1COc2ccccc2O1)c1ccco1 (centres undefined)	-2%
CCCN1CCC(N2CCN(c3ccc([N+](=O)[O-])cc3)CC2)CC1	10%[76.3 µM]
CC(C)Cc1nnc(NC(=O)CCC(=O)NC2CCCC2)s1	6%[76.3 µM]

Three entries from above, with bars between the fields:
smiles | GAA glycogen mod
CCn1nc(C)cc1C(=O)N1CCCC(N2CCN(c3cccc(Cl)c3)CC2)C1 (centres undefined) | -11%[76.3 µM]
N/C(=N\OC(=O)c1ccccc1F)c1cccc([N+](=O)[O-])c1 | -8%[76.3 µM]
Cc1ccc(OCC(=O)Nc2cccnc2Cl)cc1C | 3%

(list continues)
SMILES	GAA glycogen mod
O=C(NCc1ccccc1)C(c1ccccc1)N(C(=O)c1csnn1)c1ccc(F)cc1 (centres undefined)	2%
O=C(Nc1ccc2c(c1)CCC2)Nc1ccccc1F	-2%[76.3 µM]
COc1ccc(OCc2nnc(SCC(=O)Nc3ccccc3F)o2)cc1	2%
COc1cc2[nH]c(C(=O)Nc3ccc4c(c3)OCCO4)cc2c(OC)c1OC	-3%[76.3 µM]
CN(C)S(=O)(=O)N1CCc2ccc(NC(=O)C3CCCO3)cc2C1 (centres undefined)	-11%[76.3 µM]
CN(CC(=O)Nc1cccc(F)c1)C(=O)c1cc(S(=O)(=O)N(C)C)ccc1N1CCCC1	-1%[76.3 µM]
Cc1c(OC(C)C(=O)NCCN2CCOCC2)ccc2c3c(c(=O)oc12)CCCC3 (centres undefined)	-4%[76.3 µM]
COc1ccc(NC2CCCN(C(=O)CCc3cccc(F)c3)C2)cc1 (centres undefined)	-10%[76.3 µM]
COc1ccccc1NC(=O)Cn1c([N+](=O)[O-])cnc1C	-13%[76.3 µM]
CC1CCCCC1NC(=O)CCS(=O)(=O)c1ccc2c(c1)NC(=O)CO2 (centres undefined)	4%[76.3 µM]
Nc1ccc2nc(CCCCc3nc4ccccc4[nH]3)[nH]c2c1	-12%[76.3 µM]
COc1ccc(CCNC(=O)CCC(=O)n2ncc3cc(C)ccc32)cc1OC	-2%[76.3 µM]
Cc1ccc(N2CC(C(=O)Nc3nnc(SCc4cccnc4)s3)CC2=O)cc1 (centres undefined)	-2%[76.3 µM]
Cn1ncc(Br)c1C(=O)NC1CCCCCC1	-11%[76.3 µM]
C/C(=N\NC(=O)c1ccc(F)cc1)c1cccc(NC(=O)c2cccc(F)c2)c1	1%[76.3 µM]

In the list so far, these contain bromine:
SMILES	GAA glycogen mod
O=C(Cc1ccc(Br)cc1)Nc1ccc2[nH]ncc2c1	16%[76.3 µM]
O=C(Nc1ccc(N2CCN(C(=O)c3ccco3)CC2)cc1)c1ccccc1Br	-5%[76.3 µM]
COc1cccc(/C=N/NC(=O)CCC(=O)Nc2ccc(Br)cc2)c1	1%
Cn1ncc(Br)c1C(=O)NC1CCCCCC1	-11%[76.3 µM]

Next section:
SMILES	GAA glycogen mod
Cc1[nH]c(C)c(S(=O)(=O)N(C)Cc2ccccc2)c1C(=O)N1CCCC1	8%[76.3 µM]
CCOc1c(Br)cc(/C=C2\N=C(C)OC2=O)cc1Br	-3%
S=C(NCCN1CCOCC1)N/N=C/c1cccs1	?
Cc1nc2scc(C)n2c(=O)c1S(=O)(=O)NCCc1ccc(Cl)cc1	11%
COC(=O)c1ccc2c(CCO)c[nH]c2c1	-8%[76.3 µM]
CCc1ccc(NC(=O)C2=CC(c3ccc(OC)cc3)=NS(=O)(=O)N2C)cc1	-8%[76.3 µM]
O=C(c1ccc(Cl)c([N+](=O)[O-])c1)N(Cc1ccco1)C1CCS(=O)(=O)C1 (centres undefined)	-1%[76.3 µM]
CCn1c(SCC(=O)Nc2ccc(OC)cc2)nc2c1c(=O)n(C)c(=O)n2C	-1%
O=C(Nc1ccsc1C(=O)O)c1ccccc1Cl	-1%
CC1=C(C(=O)OCc2ccccc2)C(c2cccc(Br)c2)NC(=O)N1 (centres undefined)	10%[76.3 µM]
COc1cc(C2NC(=O)CCC2[N+](=O)[O-])cc(OC)c1OC (centres undefined)	-14%
O=C(NCCCc1ccccc1)C(=O)NCC1OCCN1S(=O)(=O)c1ccc(F)cc1 (centres undefined)	4%[76.3 µM]
O=C(NCC(=O)N(c1ccc(Cl)cc1)C(C(=O)NC1CCCC1)c1ccncc1)c1ccco1 (centres undefined)	-3%
COc1cc(C2C(C#N)=C(N)N(N(C)C)C3=C2C(=O)CC(C)(C)C3)cc(OC)c1OC (centres undefined)	1%
O=C(NC1CCCc2ccccc21)c1cc(F)cc(F)c1 (centres undefined)	-5%
Cc1ccc(S(=O)(=O)NC(=O)Nc2ccc(C)cc2C)cc1	-9%[76.3 µM]
CCN1C(=O)Cc2cc(S(=O)(=O)NCCc3ccccc3)ccc21	-10%
O=C(CN(c1ccccc1)S(=O)(=O)c1ccccc1)Nc1ccc(F)cc1	4%
CC(=O)Nc1ccc(-c2csc(NC(=O)Cc3cccc(F)c3)n2)cc1	-3%
O=C(CN1C(=O)S/C(=C\C=C\c2ccccc2)C1=O)NC1CCS(=O)(=O)C1 (centres undefined)	-6%[76.3 µM]
Cc1nn(C(C)C)c(C)c1CN1CCC(C(=O)Nc2cccc(-c3cccc(F)c3)c2)CC1	-1%[76.3 µM]
COc1cccc(/C=C2\NC(=O)NC2=O)c1O	?
Cc1ccc2c(c1)C(c1ccccc1)N(C(=O)c1ccc(F)cc1)CC(=O)N2 (centres undefined)	5%
COc1cc(C(C)=O)ccc1OCC(=O)Nc1ccccc1N1CCCC1	-8%[76.3 µM]
CC1=C(C(=O)OC2CCC(C)CC2)C(c2ccc(O)c([N+](=O)[O-])c2)NC(=O)N1 (centres undefined)	12%[76.3 µM]
O=C(Nc1ccc(Oc2ccsc2C(=O)O)cc1)c1ccccc1F	-2%
Cc1cc(NC(=O)CSc2nc3c(C)c(C)ccc3cc2C)no1	1%[76.3 µM]
CCOc1ccc(C2NC(=O)NC(C)=C2C(=O)OCc2ccccc2)cc1 (centres undefined)	-6%[76.3 µM]
CCOC(=O)c1c(CS(=O)(=O)c2ccccc2)n(C)c2cc(Br)c(O)cc12	0%[76.3 µM]
CC(C)CNS(=O)(=O)c1ccc(CCC(=O)NCc2ccc(Cl)cc2)cc1	-10%[76.3 µM]
CCc1cc(C(=O)OC)c(NC(=O)CN2CCN(C(=O)C3CCCO3)CC2)s1 (centres undefined)	-2%[76.3 µM]
Cc1cc(OCC(=O)Nc2ccc(CCO)cc2)c2c(C)c(C)c(=O)oc2c1	2%[76.3 µM]

Retrieved one by one from above (2):
SMILES	GAA glycogen mod
Cc1cc(OCC(=O)Nc2ccc(CCO)cc2)c2c(C)c(C)c(=O)oc2c1	2%[76.3 µM]
Cc1cc(NC(=O)CSc2nc3c(C)c(C)ccc3cc2C)no1	1%[76.3 µM]

Some of the compounds tested (hit frequency here may not be typical).
